Screening results deposited in PubChem BioAssay by several laboratories.
HMGR II inh: inhibitors of E. faecalis class II HMGR, primary screen, biochemical, Enterococcus faecalis; HMG-CoA reductase (Enterococcus faecalis, mvaE); purified E. faecalis HMGR, NADPH absorbance 340 nm kinetic; inhibition, % at 10 µM; 0.41% of 190,000 active;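 active means inhibition above a set limit, the median over all tested compounds plus 3 SD, cut at about 9.5% in these data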;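 further: enzyme runs in reverse so mevalonate oxidation gives rising NADPH absorbance; 0% = complete reaction with DMSO and 100% = background rate lacking mevalonate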
TR-FRET SRC-2 ct: TR-FRET signal artefacts, primary screen, artefact control for PPARgamma SRC-2 agonist project, biochemical; TR-FRET artefact counter-screen; stronger effect = higher value; 0.4% of 200,000 active; TR-FRET ratio at 8 µM; in the data active means TR-FRET ratio above about 2000; further: inactives centre near 1500
bIAP inh: bovine intestinal alkaline phosphatase inhibitors, primary screen, selectivity assay for TNAP inhibitor project, biochemical, bovine IAP, CDP-star luminescence; alkaline phosphatase, intestinal [Bos taurus]; purified bovine IAP, 30 min; inhibition, % at 20 µM; 190,000 tested, under 10 active; AID 1019, 2008;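 active means over 50% inhibition of intestinal alkaline phosphatase at 20 µM in the single-dose screen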
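Incubation: 30 min reaction at room temperature / Material: purified bovine intestinal alkaline phosphatase (IAP) enzyme / Input: enzyme at 1/65,000,000 dilution / Dosing: 20 µM single dose / Signal: CDP-star luminescence signal / Reagent: CDP-star chemiluminescent phosphatase substrate, 30 µM final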
RAM inhibit: inhibitors of the yeast RAM network, primary screen, dse1pr::URA3 reporter, 5-FOA selection | S. cerevisiae dse1pr::URA3 reporter, 5-FOA growth OD615, 2 d; analog-sensitive cbk1-as2 kinase mutant strain | AID 868, 2007 | inhibition, % at 50 µM | 1.8% of 190,000 active;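 active means inhibition above a set limit, 3 SD over mean compound inhibition, cut at about 8.4% in these data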;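 further: 0% = DMSO-only wells with no growth and 100% = 10 µM 1-NA-PP1 full growth; inhibition rescues growth on 5-FOA so higher OD means more RAM inhibition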
S1P3 antag: S1P3 receptor antagonists, primary screen, cell-based; AID 485, 2006; inhibition, % at 4.98 µM; 0.27% of 170,000 active; CHO S1P3 NFAT-BLA reporter, FRET fluorescence, antagonist mode; Sphingosine 1-phosphate receptor 3 (Homo sapiens), Q99500;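 active means inhibition above the plate cutoff, the mean inhibition of test wells on that plate plus 3 SD, cut at about 28% in these data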;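 further: cells challenged with S1P at its EC80 of 0.8 µM; blue over green emission ratio from cleaved BLA substrate after 4 h stimulation; 0% = S1P-stimulated wells and 100% = unstimulated DMSO-only wells; some compounds past the cut are filed as inactive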
Target sequence (Q99500 whole entry, looked up): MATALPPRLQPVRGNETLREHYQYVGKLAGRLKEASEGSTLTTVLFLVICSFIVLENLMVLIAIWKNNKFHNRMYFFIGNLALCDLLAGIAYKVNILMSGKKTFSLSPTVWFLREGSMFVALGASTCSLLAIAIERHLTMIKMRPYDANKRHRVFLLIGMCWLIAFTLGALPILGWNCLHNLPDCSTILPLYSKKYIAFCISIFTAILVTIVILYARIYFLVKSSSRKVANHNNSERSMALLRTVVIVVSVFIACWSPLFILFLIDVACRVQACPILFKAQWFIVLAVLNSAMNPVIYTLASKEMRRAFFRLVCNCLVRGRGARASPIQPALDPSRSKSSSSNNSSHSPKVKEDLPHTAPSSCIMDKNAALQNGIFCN
PPARg SRC-2 ag: agonists of PPARg-SRC-2 recruitment, primary screen, biochemical, HTS; PPARgamma LBD-SRC-2 recruitment; Peroxisome proliferator-activated receptor gamma (Homo sapiens), P37231; 0.34% of 200,000 active; activation, % at 8 µM; in the data active means activation above about 22%;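 further: 0% = vehicle and 100% = reference agonist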
PPARg SRC1 recr: PPARgamma agonists recruiting SRC-1 coactivator, primary screen, biochemical. activation, % at 8 µM. PPARgamma-SRC-1 coactivator recruitment biochemical assay. AID 631, 2007. Peroxisome proliferator-activated receptor gamma (Homo sapiens), P37231. 0.41% of 200,000 active; in the data active means activation above about 19%;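 further: 0% = DMSO and 100% = reference agonist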
ROMK primary: ROMK potassium channel modulators, primary screen, cell-based, thallium flux, MLSMR library; ATP-sensitive inward rectifier potassium channel 1 (Homo sapiens), P48048; Tet-inducible ROMK, thallium flux fluorescence; actives lie on both sides; B-score at 10 µM; 2% of 130,000 active; AID 1918, 2009;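 active means signal ratio slope over the read window, or its plate-corrected B-score, at least 3 SD from the plate mean, either direction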;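 further: B-score of the F/F0 ratio slope over 7 to 12 s after thallium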
Target sequence (P48048 whole entry, looked up): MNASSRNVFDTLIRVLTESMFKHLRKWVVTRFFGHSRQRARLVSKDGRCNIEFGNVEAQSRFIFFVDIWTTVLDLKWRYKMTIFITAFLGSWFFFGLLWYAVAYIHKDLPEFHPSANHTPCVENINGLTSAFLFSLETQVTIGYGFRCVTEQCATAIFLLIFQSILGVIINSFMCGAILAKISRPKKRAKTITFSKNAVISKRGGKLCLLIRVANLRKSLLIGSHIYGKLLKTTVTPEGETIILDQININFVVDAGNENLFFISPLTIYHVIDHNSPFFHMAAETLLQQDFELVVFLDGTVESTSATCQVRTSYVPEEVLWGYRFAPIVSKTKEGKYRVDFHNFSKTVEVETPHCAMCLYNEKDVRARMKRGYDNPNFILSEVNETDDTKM
Redox H2O2 prof: compounds producing H2O2 with reducing agent – biochemical, NIH compound library profiling, artefact control for MLSCN library redox annotation, primary screen; DTT-dependent redox cycling H2O2, phenol red/HRP absorbance; 100% = 100 µM peroxide control, 0% = buffer; activation, % at 10 µM; 0.03% of 200,000 active;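 active means activation of at least 50% relative to the plate's high and low controls in the primary single-dose screen; inactive means activation below 50%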;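 further: compound incubated with DTT at 0.8 mM final as the reducing agent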
Lmaj promast: Leishmania major promastigote growth inhibition, primary screen; AID 1063, 2008; 9% of 200,000 active; inhibition, % at 10 µM; Leishmania major promastigotes, resazurin fluorescence viability; in the data active means inhibition above about 50%;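 further: promastigotes grown with compound for 44 hours at 28 °C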
PPARg SRC3 recr: PPARgamma agonists recruiting SRC-3 coactivator, primary screen, biochemical | Peroxisome proliferator-activated receptor gamma (Homo sapiens), P37231 | biochemical PPARgamma/SRC-3 coactivator recruitment assay | activation, % at 8 µM | 0.26% of 200,000 active | AID 731, 2007; in the data active means activation above about 23%;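 further: 0% = DMSO and 100% = reference agonist; some compounds past the cut are filed as inactive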
Numbers without * were called inactive; · = not tested or not shown.

SMILES	HMGR II inh	TR-FRET SRC-2 ct	bIAP inh	RAM inhibit	S1P3 antag	PPARg SRC-2 ag	PPARg SRC1 recr	ROMK primary	Redox H2O2 prof	Lmaj promast	PPARg SRC3 recr
CCOC(=O)C1=C(C)NC(C)=C(C(=O)OCC)C1C(=O)OCC(=O)N1CCCCC1CC (centres undefined)	1	1660	-5	0.2	-12	1	10	·	1.5	-9	7
Cc1ccc(OCC(=O)NNC(=O)c2cccnc2)cc1C	-4	1319	-25	-0.3	-7	-2	2	-0.16	9.5	-7	-3
CN1CCN(CCCn2cnc3c(=O)oc4ccccc4c32)CC1	-6	1569	1	3.0	-40	1	1	·	2.1	-1	5
CNCCCc1[nH]nc(N)c1C#N	2	1489	·	3.8	8	6	1	1	1.5	-5	-4
S=C(NCC1CCCO1)NC12CC3CC(CC(C3)C1)C2 (centres undefined)	2	1724	19	3.3	0	8	2	-0.4	-0.4	62*	0
CSc1nc(C)c(C(=O)C[n+]2ccc(C)cc2)cc1C#N	-9	1481	-7	1.4	-10	-11	13	0.31	0.6	1	4
CC1CCCC(NCC(O)COC(c2ccc(F)cc2)c2ccc(F)cc2)C1C (centres undefined)	-8	1280	13	-0.3	0	-9	-8	0.024	-0.2	100*	-2
CCOC(=O)CNc1nc(Cl)c(C#N)s1	-5	1585	-18	0.2	-7	1	-1	-0.077	-1.4	2	-1
CC(C)Nc1nc(NC(C)C)nc(SCCOC(=O)Nc2ccc(Cl)cc2Cl)n1	3	1852	6	2.1	1	1	8	-0.28	-0.4	3	2
CCCCC(c1nnnn1CC1CCCO1)N1CCN(c2nc3ccccc3s2)CC1 (centres undefined)	-7	1574	-6	2.1	-9	4	4	·	-0.9	99*	-3
COc1ccccc1Oc1c(C)oc2cc(OC(=O)c3ccco3)ccc2c1=O	-1	1496	6	2.5	-45	6	3	·	1.1	-3	-7
COc1cccc(N2C(=O)C3C(C2=O)C2C=CC3C23CC3)c1 (centres undefined)	1	1416	3	2.5	-19	0	3	·	0.1	-3	3
O=C(O)C1C2C=CC3(CN(Cc4ccco4)C(=O)C13)O2 (centres undefined)	-6	1824	-8	-0.7	-15	7	4	·	-2.5	-3	1
COc1ccc(CCNC(=O)CSc2ccccn2)cc1	-1	1543	-7	1.8	-9	6	-4	0.83	-0.3	-3	-1
O=C(NCCC1=CCCCC1)c1cc(-c2ccncc2)nc2ccccc12	-8	1411	-15	3.1	-4	-4	-5	-0.74	-0.2	27	-2
C/C(=N\Nc1ncc(Cl)cc1Cl)c1ccc(N2CCOCC2)cc1	-4	1449	-10	2.3	9	-4	-12	-0.13	-0.9	4	-1
O=C(CC(Nc1ccc(F)cc1)c1ccccc1)c1ccccc1 (centres undefined)	-1	1422	5	1.5	24	3	0	0.011	0.2	27	3
CCSc1nc(-c2ccccc2)c(-c2ccccc2)n1CC(O)CO (centres undefined)	-5	1501	-2	0.8	0	-1	10	1.2	0.5	31	1
COC(=O)CN1C(=O)C(O)(CC(=O)c2ccc(Br)cc2)c2ccccc21 (centres undefined)	3	1429	7	2.0	7	-14	4	·	-0.9	-15	-13
CCn1nc(C)c(NC(=O)c2ccc(Br)o2)c1C	-1	1650	6	0.8	-12	0	-2	-0.043	-0.2	-7	4
CC(C)C1C(C#N)=C(N)Oc2n[nH]c(-c3cccs3)c21 (centres undefined)	-1	1710	19	1.9	-8	-1	4	·	0.2	9	13
Cc1nc(CSc2nnc(C)s2)cs1	-2	1610	18	1.9	0	7	10	-0.0066	0.6	-10	7
CCC(=O)Nc1nnc(C(C)(C)C)s1	1	1572	9	-0.3	·	0	-5	·	0.3	-6	1
Cn1cnc(S(=O)(=O)NCc2cccs2)c1	-2	1465	4	1.1	0	-1	-7	·	2.4	-11	4
CC(=O)c1cccc(NC(=O)C(OC(=O)c2cccc(S(=O)(=O)N(C)c3ccccc3)c2)c2ccccc2)c1 (centres undefined)	-3	1748	-2	6.0	-6	7	1	·	-0.1	96*	3
COc1ccc(-c2c(C#N)c(SCC(N)=O)nc3c2CCCC3)cc1	1	1688	-5	3.9	·	12	6	·	-0.6	1	8
CC1(C)Cc2ccccc2/C(=C/C(=O)N2CCCCCC2)N1	-1	1485	-2	1.5	·	2	1	·	-1.8	29	10
O=C(CSc1nc(-c2ccccc2)nc2ccccc12)Nc1nccs1	2	1741	0	3.9	·	7	6	·	1.4	-1	3
CC1/C(=N/O)CC(c2ccccc2)NC1c1ccccc1 (centres undefined)	-5	1566	12	0.5	·	6	0	0.49	-0.1	1	20
CCOC(=O)c1nnn(CC(=O)Nc2ccccc2)c1C(=O)OCC	0	1444	24	-0.1	-9	2	-11	-0.54	-0.2	-3	-3
COc1ccc(CCNC(=O)CCC(=O)Nc2nnc(C(C)C)s2)cc1OC	1	1614	36	4.0	13	-2	-2	0.96	0.1	60*	2
Cc1c(/C(O)=C2/C(=O)C(=O)N(Cc3cccnc3)C2c2ccccn2)cnn1-c1ccccc1 (centres undefined)	-6	1391	-5	0.4	-5	-1	3	-0.44	0.6	-11	-3
CC(=O)N1c2ccccc2C(=O)C1N1CCCCC1 (centres undefined)	2	1585	5	0.5	·	-4	1	·	-2.3	-8	-2
O=C1C/C(=C/NCc2ccccc2)C(=O)N1	-5	1231	12	1.2	-6	-2	-7	·	3.0	-3	-4
NCCNc1ccc2nnnn2n1	6	1487	4	-0.1	-4	6	6	0.31	-1.1	-6	-3
Cc1noc(NS(=O)(=O)c2ccc(NC(=O)c3cc(-c4ccccc4Cl)nc4ccccc34)cc2)c1C	1	1686	0	6.1	-21	0	2	-0.54	-2.7	-10	6
COc1ccc(N2CCN(S(=O)(=O)c3cccc4cccnc34)CC2)cc1	-12	1478	11	-0.1	-25	1	-5	·	-0.3	-7	4
O=C(Nc1ccc(F)c(F)c1)c1ccco1	1	1693	-16	0.9	13	2	5	·	-0.4	32	1
CCOc1ccc(-c2nnc(NC(=O)CCCOc3cccc(C)c3)o2)cc1	-2	1478	-4	-0.1	-2	10	2	·	1.9	27	1
Cc1ccc(N=Nc2c(=O)[nH]n3c(=O)cc(C)[nH]c23)cc1	-1	1510	12	3.5	·	8	0	0.47	0.0	0	4
C=CCn1c(SCc2nc3ccccc3[nH]2)nnc1-c1ccccn1	-8	1684	-19	0.0	-10	1	9	·	3.4	1	1
Cc1cccc2sc(NC(=O)CN(C)S(=O)(=O)c3ccc(Br)s3)nc12	-7	1468	24	4.8	·	4	1	0.26	-0.8	13	-12
CCc1cccc(NC(=O)CSCc2cc(=O)[nH][nH]2)c1	-8	1412	-25	-0.2	·	1	-6	0.0056	0.2	-5	-13
Cc1cc2oc(=O)cc(C)c2cc1NC(=O)CCC(=O)O	1	1696	10	0.0	8	6	1	·	0.1	-8	10
Cc1ccc(S(=O)(=O)N2CCCC(C(=O)NCC3COCCO3)C2)cc1 (centres undefined)	-1	1403	6	0.4	-6	-3	-2	·	2.4	-6	-5
CCOc1ccc(NC(=S)Nc2ccc(OCC)cc2)cc1	-3	1440	12	2.7	-13	3	0	0.15	-0.2	-4	7
CCN(CC)C(=O)c1[nH]cnc1C(=O)N[C@@H](Cc1ccccc1)C(=O)OCc1ccccc1	-2	1625	-38	-0.6	-24	7	12	·	0.4	-1	3
CC(NC(=O)c1ccc(Br)cc1Br)c1ccccc1 (centres undefined)	0	1592	-2	0.4	16	-3	-1	·	-0.5	-7	0
CC1=C(C)C(=O)N(c2ccc(C(=O)O)cc2)C1=O	-1	1877	-4	0.0	-8	2	-3	·	-0.4	-2	10
Cc1cccc(OCC(=O)NC(=S)Nc2ccccc2N2CCOCC2)c1	-5	1570	-10	7.2	1	3	2	0.18	-0.2	-10	-3
Cc1nnc(SC(C)C(=O)N2CCc3ccccc32)s1 (centres undefined)	-3	1354	6	0.7	·	3	6	·	0.1	-1	2
C[C@H](NC(=O)c1nc[nH]c1C(=O)N[C@@H](Cc1ccccc1)C(=O)OC(C)(C)C)c1ccccc1	-1	1620	10	7.0	-12	-1	5	·	1.2	17	0
O=C(NCc1ccco1)C1Cc2ccccc2CN1S(=O)(=O)c1ccccc1F (centres undefined)	·	1552	·	·	16	9	0	·	1.3	-4	4
COc1ccc(CN(C)CC(=O)c2c(N)n(Cc3ccccc3)c(=O)n(C)c2=O)c(OC)c1	-6	1442	-13	-0.5	3	-6	-10	·	2.0	12	-8
CCCOc1ccc(CC(=O)NCc2ccco2)cc1OC	0	1681	-1	0.2	-16	8	-4	·	-0.3	2	5
O=C(c1cc[n+]([O-])cc1)N1CCc2c([nH]c3ccccc23)C1c1ccccc1Cl (centres undefined)	-8	1692	-11	0.3	0	-6	-3	-0.01	-0.2	14	-3
CC(C)=CC(=O)OCC(=O)Nc1ccc(Cl)cc1	2	1443	-1	1.9	-3	-2	8	1.3	-0.7	1	1
COc1ccc(NC(=O)c2c(C(F)(F)F)nn(C)c2SCc2ccccc2)cc1	-5	1563	8	4.4	·	-2	0	·	2.2	1	6
CCS(=O)(=O)c1ccc(C(=O)Nc2ccccc2OC)c(Cl)c1Cl	-1	1604	12	0.8	-43	4	2	0.63	-0.1	-2	1
COc1cc(/C=N/O)ccc1OCc1ccc(C(=O)O)cc1	4	1409	-20	4.2	·	4	-4	0.44	0.4	-8	1
CCOC(=O)c1nn(-c2ccccc2)c2nnc(Cc3ccc(Cl)cc3)c(=O)n12	-5	1550	14	1.5	-4	6	6	1	-0.6	-7	6

Some of the entries above in a different format.
Every second line gives: HMGR II inh	TR-FRET SRC-2 ct	bIAP inh	RAM inhibit	S1P3 antag	PPARg SRC-2 ag	PPARg SRC1 recr	ROMK primary	Redox H2O2 prof	Lmaj promast	PPARg SRC3 recr
Cc1c(/C(O)=C2/C(=O)C(=O)N(Cc3cccnc3)C2c2ccccn2)cnn1-c1ccccc1 (centres undefined)
  -6	1391	-5	0.4	-5	-1	3	-0.44	0.6	-11	-3
CC(=O)N1c2ccccc2C(=O)C1N1CCCCC1 (centres undefined)
  2	1585	5	0.5	·	-4	1	·	-2.3	-8	-2
O=C1C/C(=C/NCc2ccccc2)C(=O)N1
  -5	1231	12	1.2	-6	-2	-7	·	3.0	-3	-4
